Screens: PubChem BioAssay, several laboratories
FBA Mtb inh: inhibitors of M. tuberculosis fructose-bisphosphate aldolase; P9WQA3; purified M. tuberculosis FBA, fluorescence read-out; inhibition, % at 1 µM; hit rate 2.3% among 360,000; in the data active = inhibition above about 27%;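 also: 0% = vehicle and 100% = reference inhibitor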
MazF activator: increases E. coli MazEF RNase cleavage of RNA | FAM/BHQ RNA-DNA oligo cleavage fluorescence, 5 h | activation, % at 20 µM | hit rate 0.32% among 350,000 | AID 504720; in the data active = activation above about 50%
Target sequence (P0AE70 whole entry, looked up): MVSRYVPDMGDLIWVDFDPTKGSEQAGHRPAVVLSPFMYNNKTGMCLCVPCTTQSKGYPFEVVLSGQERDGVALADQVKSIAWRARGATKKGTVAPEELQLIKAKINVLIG
3CLpro inhibitor: SARS-CoV 3CLpro protease inhibition; P0C6X7; inhibition, % at 6 µM; recombinant SARS-CoV 3CLpro, quenched FRET peptide cleavage; hit rate 0.14% among 290,000; in the data active = inhibition above about 12%
VHR inh abs: blocks human VHR1 dual specificity phosphatase; AID 1654; hit rate 0.52% among 290,000; recombinant VHR phosphatase, pNPP absorbance; inhibition, % at 13.3 µM; in the data active = inhibition above about 50%; also: some compounds called inactive have numbers as strong as hits
Target sequence (P51452 whole entry, looked up): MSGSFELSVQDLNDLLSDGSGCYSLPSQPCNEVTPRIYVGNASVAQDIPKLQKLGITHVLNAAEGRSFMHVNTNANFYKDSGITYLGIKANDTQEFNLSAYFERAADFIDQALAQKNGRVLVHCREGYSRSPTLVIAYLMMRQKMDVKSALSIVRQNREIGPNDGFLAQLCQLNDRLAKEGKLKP
BH1578 lux ind: induces V. cholerae light production without autoinducers; V. cholerae BH1578 lux reporter, luminescence, 6 h; activation, % at 18.7 µM; hit rate 0.16% among 350,000; AID 588436; in the data active = activation mostly above about 9.7%, no sharp cut-off; also: not every result past the cut was called active; inactives centre near 0; reference of the scale not given here
BioA inh: blocks M. tuberculosis BioA enzyme activity; purified M. tuberculosis BioA enzyme, plate reader; inhibition, % at 9.99 µM; hit rate 0.096% among 360,000; AID 602481; in the data active = inhibition above about 40%
GDH-TPI counter: counter-screen for M. tuberculosis FBA inhibitors: GDH-TPI coupled enzymes | GDH-TPI coupled enzyme counterscreen, NADH absorbance | inhibition, % at 4.8 µM | hit rate 1.2% among 360,000; in the data active = inhibition above about 30%;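 also: 0% = DMSO wells and 100% = wells lacking the enzyme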
SSB-PriA inh: K. pneumoniae PriA-SSBct interaction inhibition | hit rate 0.6% among 430,000 | AlphaScreen SSBct-PriA binding, biotinylated peptide | inhibition, % at 33 µM; in the data active = inhibition mostly above about 37%, no sharp cut-off; inactive = mostly below about 20%;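 also: plate controls were negative control peptide for no effect and reference peptide for full effect; strong numbers were not always called active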
Rv3671c inh: inhibitors of M. tuberculosis serine protease Rv3671c; hit rate 0.048% among 320,000; inhibition, % at 5.96 µM; AID 2606; P9WHR9; in the data active = inhibition above about 38%;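 also: extracellular domain of Rv3671c used as enzyme; 0% = enzyme with DMSO and 100% = no enzyme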
Target sequence (P9WHR9 whole entry, looked up, the tested form may be a part): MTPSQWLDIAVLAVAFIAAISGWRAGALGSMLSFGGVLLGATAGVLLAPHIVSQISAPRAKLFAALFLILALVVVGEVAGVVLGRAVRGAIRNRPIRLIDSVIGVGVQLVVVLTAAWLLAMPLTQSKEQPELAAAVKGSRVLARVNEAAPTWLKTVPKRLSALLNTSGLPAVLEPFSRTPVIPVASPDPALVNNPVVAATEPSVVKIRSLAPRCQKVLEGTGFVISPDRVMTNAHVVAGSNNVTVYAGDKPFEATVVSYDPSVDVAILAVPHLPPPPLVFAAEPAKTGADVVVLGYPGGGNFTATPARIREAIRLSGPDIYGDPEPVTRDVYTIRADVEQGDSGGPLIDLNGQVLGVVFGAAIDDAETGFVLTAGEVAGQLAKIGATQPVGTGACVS
Mtb UGM inh: Mtb UDP-galactopyranose mutase inhibition; P9WIQ1; purified UGM, fluorescence polarization probe displacement; inhibition, % at 10 µM; hit rate 0.06% among 320,000; AID 504406; in the data active = inhibition above about 10%, passing the limit was not always enough
Target sequence (P9WIQ1 whole entry, looked up): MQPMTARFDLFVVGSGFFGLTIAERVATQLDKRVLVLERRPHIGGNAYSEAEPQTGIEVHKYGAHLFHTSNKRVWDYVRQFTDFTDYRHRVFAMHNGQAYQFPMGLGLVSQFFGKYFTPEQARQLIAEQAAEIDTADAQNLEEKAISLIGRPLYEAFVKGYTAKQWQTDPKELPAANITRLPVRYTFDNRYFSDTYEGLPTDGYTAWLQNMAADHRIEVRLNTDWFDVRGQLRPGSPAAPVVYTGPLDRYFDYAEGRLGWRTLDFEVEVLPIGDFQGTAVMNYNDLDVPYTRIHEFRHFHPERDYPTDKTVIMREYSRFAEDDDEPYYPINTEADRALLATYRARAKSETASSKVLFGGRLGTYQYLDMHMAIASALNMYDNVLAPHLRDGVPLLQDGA
Numbers without * were called inactive; i = inactive; / = not tested or not shown; & = joins results of further samples. This is a subset; rates above refer to the full screens.

SMILES	FBA Mtb inh	MazF activator	3CLpro inhibitor	VHR inh abs	BH1578 lux ind	BioA inh	GDH-TPI counter	SSB-PriA inh	Rv3671c inh	Mtb UGM inh
COc1ccc(-c2nn(-c3ccccc3)cc2C(=O)OCC(=O)c2ccc(C)c([N+](=O)[O-])c2)cc1	2	3	0	-8	i	/	4	6	-12	3.7
CC1CCCN(C(=O)C(=O)Nc2ccc3nc4n(c(=O)c3c2)CCCCC4)C1 (centres undefined)	-1	4	-8	21	-0.2	-1.8	10	-11	-2	-2.6
COc1cc(NC(=O)COC(=O)C2CC(O)CN2S(=O)(=O)c2ccc(Cl)cc2)c(C)cc1[N+](=O)[O-] (centres undefined)	0	9	/	/	i	-0.7	-5	5	/	/
COc1cc(OC)cc(C(=O)NCC(=O)NCCN2C(=O)S/C(=C\c3ccc4c(c3)OCO4)C2=O)c1	3	4	/	/	-7.1	-0.3	28	-15	/	/
CCOC(=O)c1ccc(NC(=O)N2CC3CC(C2)c2cccc(=O)n2C3)cc1 (centres undefined)	-2	-21	-3	22	-0.8	-0.7	-3	-13&-4	1	1.3
CC1CCN(c2ccc3nnc(CCC(=O)N4CCN(c5ccccc5F)CC4)n3n2)CC1	-1	8	5	-6	i	2.6	4	-4	7	0.3
CCCCC(=O)Nc1ccc(C(=O)NNC(=O)c2cccs2)cc1	8	1	0	24	i	/	3	1	0	0.3
O=C(CN(C(=O)CNC(=O)c1ccco1)c1cccc(F)c1)NC1CCCCC1	3	-23	-1	7	4.0	0.0	0	12	5	-0.2
COc1cc(OC)cc(C(=O)Nc2ccc(NC(=O)c3ccco3)c(C)c2)c1	-1	-4	-1	7	-0.5	-5.6	7	6	-11	0.8
COC(=O)C1=C(c2ccc(F)cc2OCc2ccccc2)C[C@@H]2CC[C@H]1N2C(=O)NCc1ccccc1	3	3	/	/	i	0.2	11	12	-21	-0.6
CCN1C[C@@H]2[C@@H]3C(=O)N(C)C(=O)[C@@H]3[C@](C)(C1=O)N2C(=O)c1ccc(Br)cc1	-1	0	/	/	-0.6	-1.1	-3	6	/	/
COc1cccc2cc(S(=O)(=O)c3ccc(C)cc3)/c(=N/NS(=O)(=O)c3ccc(C)cc3)oc12	-1	-1	4	11	i	/	3	/	-6	2.7
CN(C)c1nc(C(=O)NN)nc(N(C)C)n1	0	0	4	27	-6.7	1.8	15	3	13	0.9
COCCCn1c(N)c(C(=O)NCc2ccco2)c2nc3ccccc3nc21	/	-2	6	17	/	/	/	-11	-81	-4.2
COC(=O)C1=C(C)OC(N)=C(C#N)C1c1cc(OC)c(OCC(N)=O)cc1Cl (centres undefined)	0	-1	3	26	1.4	2.0	14	6	-1	1.8

Structural class: those above with a furan ring, fused or not (3)
SMILES	FBA Mtb inh	MazF activator	3CLpro inhibitor	VHR inh abs	BH1578 lux ind	BioA inh	GDH-TPI counter	SSB-PriA inh	Rv3671c inh	Mtb UGM inh
O=C(CN(C(=O)CNC(=O)c1ccco1)c1cccc(F)c1)NC1CCCCC1	3	-23	-1	7	4.0	0.0	0	12	5	-0.2
COc1cc(OC)cc(C(=O)Nc2ccc(NC(=O)c3ccco3)c(C)c2)c1	-1	-4	-1	7	-0.5	-5.6	7	6	-11	0.8
COCCCn1c(N)c(C(=O)NCc2ccco2)c2nc3ccccc3nc21	/	-2	6	17	/	/	/	-11	-81	-4.2

Following part.
SMILES	FBA Mtb inh	MazF activator	3CLpro inhibitor	VHR inh abs	BH1578 lux ind	BioA inh	GDH-TPI counter	SSB-PriA inh	Rv3671c inh	Mtb UGM inh
Cc1ccccc1CC(=O)N1CCCc2ccccc21	3	-2	1	12	-0.9	-0.1	4	-13	2	-0.3
COc1ccc(C(=O)c2ccc(OC)c(OC)c2)cc1	3	7	5	22	3.3	0.0	1	-8	4	-0.2
CCOC(=O)c1ccc(N=Cc2c(O)n(-c3ccccc3F)c(=S)[nH]c2=O)cc1	1	38	-3	-3	i	-2.0	7	8	-40	-2.9
Cc1ccc(S(=O)(=O)c2ccsc2NC(=O)c2ccccc2)cc1	4	1	/	/	i	/	6	-3	/	/
Cc1nnc2ccc(-c3cccc(NC(=O)c4ccc(Br)o4)c3)nn12	0	3	-2	23	-2.6	/	-2	-1	-12	0.6
CCOC(=O)C(Cc1ccc(NC(C)=O)cc1)N1C(=O)c2ccccc2C1=O (centres undefined)	-1	7	/	/	i	-0.9	7	-7	12	-1.0
COc1cc(=O)n(C)c2ccccc12	-2	-4	3	-3	21*	1.0	12	-5	-4	-1.4
CCCCN(C(=O)CN1C(=O)C2CCCCC2C1=O)c1c(N)n(Cc2ccccc2)c(=O)[nH]c1=O (centres undefined)	2	-1	/	/	-0.7	-1.3	1	-10	4	-2.1
O=C(CN1CCN(C/C=C/c2ccccc2)CC1)Nc1ccc(F)cc1F	2	13	-3	21	i	/	-2	-20	2	0.2
CCN(CC)S(=O)(=O)c1ccc(NS(=O)(=O)c2cccc(C)c2)cc1	2	4	4	11	i	12	5	-5	-3	1.6
CC(C)(C)c1ccc(-c2nc(-c3ccncc3)no2)cc1	2	-17	-5	4	-1.9	0.5	-7	-10	-6	-0.3
CCN(CC)CCNC(=O)c1ccc(NC2=NC3CS(=O)(=O)CC3S2)cc1 (centres undefined)	2	5	-2	17	-0.1	0.5	1	-1	10	-3.1
Cc1ccc(C(C)C)cc1S(=O)(=O)Nc1cccnc1	-4	1	2	35	-0.4	-0.7	3	3	1	-1.8
COc1ccc(/C=C(\C#N)C(=O)OCCNC(=O)c2ccncc2)cc1	-2	5	3	5	-0.5	/	21	-7	3	0.3
O=C(COc1ccccc1C(=O)O)Nc1ccc(SC(F)F)cc1	-3	-4	-1	12	-4.2	-2.6	-10	-6	-4	-3.4

Two entries from above, with values under each structure:
Below each compound – FBA Mtb inh	MazF activator	3CLpro inhibitor	VHR inh abs	BH1578 lux ind	BioA inh	GDH-TPI counter	SSB-PriA inh	Rv3671c inh	Mtb UGM inh
CCN(CC)S(=O)(=O)c1ccc(NS(=O)(=O)c2cccc(C)c2)cc1
→ 2	4	4	11	i	12	5	-5	-3	1.6
CC(C)(C)c1ccc(-c2nc(-c3ccncc3)no2)cc1
→ 2	-17	-5	4	-1.9	0.5	-7	-10	-6	-0.3

Next part:
SMILES	FBA Mtb inh	MazF activator	3CLpro inhibitor	VHR inh abs	BH1578 lux ind	BioA inh	GDH-TPI counter	SSB-PriA inh	Rv3671c inh	Mtb UGM inh
CC1CN(CCCCOc2ccc(Cl)c3ccccc23)CC(C)O1 (centres undefined)	3	1	5	-19	-0.2	0.4	6	1	4	1.2
Cc1ccc(NC(=O)CN(C)CC(=O)NC2CCCc3ccccc32)cc1 (centres undefined)	1	-17	2	11	i	/	-6	-3	-2	1.3
COC(=O)c1ccc(CN2C(=O)C3CCCCC3C2=O)o1 (centres undefined)	-1	4	5	8	i	/	-12	1	0	0.0
CCc1ccc(-c2cc(C)no2)cc1S(=O)(=O)NC(C)Cc1ccco1 (centres undefined)	-3	2	1	-3	i	/	1	-7	-3	-2.9
NS(=O)(=O)c1cccc(NC(=O)COC(=O)Cn2cnc3ccccc32)c1	0	-4	0	19	i	-1.4	-4	-6	-2	-2.3
CCC/C(C(=O)NCCO)=C1/c2ccccc2C(=O)N1c1ccccc1	0	-4	/	/	-1.6	-0.6	5	-4	1	-2.2
COCCN(C(=O)c1ccco1)c1nc(-c2ccc(OC)cc2)cs1	-2	5	/	/	-1.2	-1.1	6	/	/	/
C[C@@H](CO)NC(=O)c1ccc2c3n(nc2c1)-c1ccccc1CO3	22	-2	/	11	-5.0	1.0	17	-4	-4	2.5
CN(CC(=O)Nc1ccc(F)cc1[N+](=O)[O-])C1CCS(=O)(=O)C1 (centres undefined)	0	4	/	/	i	35	3	-10	5	-1.4
O=C(O)CCC(=O)N1N=C(c2ccc(Br)cc2)CC1c1ccc(Br)cc1 (centres undefined)	2	-2	1	56*	-0.3	10	-10	1	-5	3.8
O=C(Nc1ccc(S(=O)(=O)NCc2ccco2)cc1)c1ccc2ccccc2n1	-1	-11	2	-14	1.9	-0.5	6	3	-48	-0.9
O=C(/C=C/c1cccc(F)c1)OCC(=O)N1CCCC1	2	-16	/	/	-5.9	-0.9	12	0	1	6.0
COc1ccc(C2(C(=O)Nc3cc(C)on3)CCOCC2)cc1	-2	-2	2	13	0.7	0.6	-1	1	3	-0.7
CCOC(=O)c1cc2c(=O)n3ccccc3nc2n(CCOC)c1=NC(=O)c1ccncc1	186*	0	-11	21	-2.9	1.0	10	1	-12	-2.3
COC(=O)c1cc(C(=O)OCC(=O)Nc2ccc(N3CCOCC3)cc2)cc([N+](=O)[O-])c1	0	8	/	/	i	-0.3	-9	6	3	-1.5

Single records, as listed above. Values in the order: FBA Mtb inh, MazF activator, 3CLpro inhibitor, VHR inh abs, BH1578 lux ind, BioA inh, GDH-TPI counter, SSB-PriA inh, Rv3671c inh, Mtb UGM inh
`O=C(/C=C/c1cccc(F)c1)OCC(=O)N1CCCC1` across the screens: 2, -16, /, /, -5.9, -0.9, 12, 0, 1, 6.0
`COC(=O)C1=C(C)OC(N)=C(C#N)C1c1cc(OC)c(OCC(N)=O)cc1Cl` (centres undefined) across the screens: 0, -1, 3, 26, 1.4, 2.0, 14, 6, -1, 1.8
`COC(=O)c1cc(C(=O)OCC(=O)Nc2ccc(N3CCOCC3)cc2)cc([N+](=O)[O-])c1` across the screens: 0, 8, /, /, i, -0.3, -9, 6, 3, -1.5
`CCOC(=O)c1ccc(N=Cc2c(O)n(-c3ccccc3F)c(=S)[nH]c2=O)cc1` across the screens: 1, 38, -3, -3, i, -2.0, 7, 8, -40, -2.9
`COCCCn1c(N)c(C(=O)NCc2ccco2)c2nc3ccccc3nc21` across the screens: /, -2, 6, 17, /, /, /, -11, -81, -4.2

(next part)
SMILES	FBA Mtb inh	MazF activator	3CLpro inhibitor	VHR inh abs	BH1578 lux ind	BioA inh	GDH-TPI counter	SSB-PriA inh	Rv3671c inh	Mtb UGM inh
Cn1c(=O)c2[nH]c(CCCc3nc4ccccc4[nH]3)nc2n(C)c1=O	0	11	/	/	-0.7	/	2	-14	/	/
N#Cc1ccc(OCc2nnc(SCC(=O)N3CCCc4ccccc43)n2-c2ccccc2)cc1	-2	1	9	29	-0.3	0.8	4	-18	-2	2.3
CC(=O)c1c(C)n(C)c2ccc(OC(=O)c3ccc([N+](=O)[O-])cc3)cc12	0	6	0	-6	-3.3	/	6	-2	-1	-0.8
CCOc1ccc2oc(C(=O)OCC(=O)NC3CC3)c(C)c2c1	40*	5	5	20	-0.4	-1.0	3	-8	5	2.2
Cc1ccc(CCNC(=O)C2CCN(S(=O)(=O)c3ccc4nc5c(c(C(=O)O)c4c3)CCCC5)CC2)cc1	-1	4	1	7	7.1	0.8	-5	0	0	-0.3
COc1cc2c(cc1O)[C@H](Cc1ccc(Oc3cc(C[C@@H]4NCCc5cc(OC)c(O)cc54)ccc3O)cc1)NCC2	/	/	-4	15	/	/	/	/	3	-1.7
Cc1nc(NCCc2ccc(F)cc2)c2nnn(Cc3ccccc3)c2n1	1	-8	-5	-3	-0.3	-0.4	6	-14	7	-0.3
O=C(CSc1nnc(Cc2cccs2)n1-c1ccccc1)NCc1ccc2c(c1)OCO2	-1	-1	1	6	i	4.0	0	-7	6	1.6
CCNC(=S)NNC(=O)CSc1nc2ccccc2n1C	0	4	3	6	i	/	-1	-1	3	0.6
COc1cccc(CC(=O)OCc2csc(CC(=O)Nc3ccccc3C)n2)c1	-2	-1	/	/	i	0.8	-1	-2	-3	3.5
COc1ccc(OC)c(NC(=O)CSc2n[nH]c(-c3cccnc3)n2)c1	1	4	-1	28	-2.3	9.6	4	8	2	0.3
CNS(=O)(=O)c1cn(CC(=O)N(C)Cc2ccccc2)cc1S(=O)(=O)NC	1	0	0	27	-0.1	-2.2	6	-5	-3	2.5
COc1cccc(NC(=O)C2(C)CCN2Cc2ccc(OC)c3ccccc23)c1 (centres undefined)	3	/	/	/	-0.7	-4.8	20	/	/	/
COc1ccc(S(=O)(=O)N2CCCCC2)cc1NC(=O)c1ccc(C)cc1	-1	9	/	/	i	-0.3	4	-19	-12	0.9
COC(=O)[C@]1(Cc2ccccc2)N[C@H](CN(C)S(=O)(=O)c2ccc(C)cc2)[C@@H]2C(=O)N(Cc3ccccc3)C(=O)[C@@H]21	-1	-29	/	/	i	-3.1	1	-2	-2	0.9
